Screening data (PubChem)
mcGAS RapidFire – inhibitors of Mus musculus cyclic GMP-AMP synthase, initial high-throughput assay, cell-free, RapidFire MS; recombinant mouse cGAS, cGAMP by RapidFire MS; inhibition, % at 12.5 µM; Q8C6L5; 0.18% of 130,000 active;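 active = inhibition of cGAS enzyme activity at or above 60%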;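 note: enzyme stimulated by 45 bp dsDNA with ATP and GTP substrates; cGAMP share of summed cGAMP plus half ATP and half GTP signals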
Target sequence (Q8C6L5 whole entry, looked up): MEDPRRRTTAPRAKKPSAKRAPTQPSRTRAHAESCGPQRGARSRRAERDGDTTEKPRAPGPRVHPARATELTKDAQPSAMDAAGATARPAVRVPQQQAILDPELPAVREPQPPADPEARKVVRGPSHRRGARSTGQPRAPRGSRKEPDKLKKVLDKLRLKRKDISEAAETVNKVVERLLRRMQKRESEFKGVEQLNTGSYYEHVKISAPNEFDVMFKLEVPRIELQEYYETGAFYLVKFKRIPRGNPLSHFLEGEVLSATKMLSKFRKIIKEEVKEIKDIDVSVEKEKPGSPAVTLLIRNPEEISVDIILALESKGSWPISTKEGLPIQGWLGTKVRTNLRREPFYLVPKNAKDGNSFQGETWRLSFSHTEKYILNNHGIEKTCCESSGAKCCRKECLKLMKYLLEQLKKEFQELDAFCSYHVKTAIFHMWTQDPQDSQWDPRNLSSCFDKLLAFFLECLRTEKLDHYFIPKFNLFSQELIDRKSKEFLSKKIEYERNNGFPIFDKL
Starred values were filed as active, the others as inactive; & = joins results of further samples.

Screening Oc1c2cccnc2cn1C[C@H]1C[C@H]2C=C[C@H]1C21CC1 returned mcGAS RapidFire -4.
Screening COc1cccc(COC(=O)c2cccc(C)c2C)n1 returned mcGAS RapidFire 7.
For CC(C)(C)c1ccc(C(=O)NCC2CCCO2)cc1 (stereo unspecified) the results were mcGAS RapidFire -7.
Screening Cc1cccc(CN2CCN(C(=O)c3cn(C4CCCCC4)nn3)CC2=O)c1 returned mcGAS RapidFire -11.
`Cc1ccc(F)cc1C(=O)N1CCC(C(F)(F)F)(C(F)(F)F)C1` gave mcGAS RapidFire -7.
Cn1c(SCC(=O)Nc2nccs2)nnc1-c1ccc(=O)n(C)c1 was read as mcGAS RapidFire -5.
CN=c1scc(-c2ccc(Cl)cc2)n1N=Cc1ccc([N+](=O)[O-])o1 was read as mcGAS RapidFire -28.
For CCC(CC1CCCC1)C(=O)O (stereo unspecified) the results were mcGAS RapidFire -10.
`O=C(Nc1cnc2n1CCCC2)C1(S(=O)(=O)c2ccccc2)CC1` gave mcGAS RapidFire -5.
CC1Oc2ccccc2OC1C(=O)NCc1ccnc(N2CCCC2)c1 (stereo unspecified) was read as mcGAS RapidFire -11.

Quoted at random: four compounds from above, in no set order.
For CC(C)(C)c1ccc(C(=O)NCC2CCCO2)cc1 (stereo unspecified) the results were mcGAS RapidFire -7.
Cn1c(SCC(=O)Nc2nccs2)nnc1-c1ccc(=O)n(C)c1 was read as mcGAS RapidFire -5.
For CCC(CC1CCCC1)C(=O)O (stereo unspecified) the results were mcGAS RapidFire -10.
CC1Oc2ccccc2OC1C(=O)NCc1ccnc(N2CCCC2)c1 (stereo unspecified) was read as mcGAS RapidFire -11.

Following part.
Screening O=C(CN(c1ccccc1)S(=O)(=O)c1ccccc1F)NCC(F)(F)F returned mcGAS RapidFire -21.
For Cc1cc(S(=O)(=O)N2CCCC(NC(=O)C(C)C)C2)ccc1F (stereo unspecified) the results were mcGAS RapidFire -4.
Screening NCCNc1ccc([N+](=O)[O-])cc1 returned mcGAS RapidFire -3.
Screening CCOC(=O)c1nn(-c2ccc(C)cc2)c(=O)cc1OCc1ccccc1 returned mcGAS RapidFire -7.
`COc1ccc2nc(NC(=O)C3CCCN(C(=O)C(C)C)C3)sc2c1` (stereo unspecified) gave mcGAS RapidFire -5.
`CSC(C)C(=O)NC1CCN(c2ncnc3nc[nH]c23)CC1` (stereo unspecified) gave mcGAS RapidFire -2.
For CCCOc1ccccc1C1C(C(=O)OC)=C(C)NC2=C1C(=O)CC(c1ccccc1)C2 (stereo unspecified) the results were mcGAS RapidFire -5.
`Cc1cc(Br)cc(C)c1OC(C)C(=O)Nc1ccc(S(=O)(=O)N(C)C)cc1` (stereo unspecified) gave mcGAS RapidFire -9.
Screening OC(CNc1ccc2nncn2n1)COc1ccccc1 (stereo unspecified) returned mcGAS RapidFire -5.
`Cc1ccc(-c2noc(COc3ccc(C(C)C)cc3)n2)cc1` gave mcGAS RapidFire -14.
For COc1ccc2ccc(Oc3c(C)c4ccccc4[nH]c3=O)cc2c1 the results were mcGAS RapidFire -17.
Screening OCCC1CN(C2CCCCCC2)CCN1Cc1cccs1 (stereo unspecified) returned mcGAS RapidFire -5.
`CC(C)NC(=O)N(Cc1ccccc1)c1cccc(CC(=O)N(C)Cc2ccco2)c1` gave mcGAS RapidFire -13.
Screening COc1ccc(-c2cn3c(C(=O)Nc4ccon4)csc3n2)cc1 returned mcGAS RapidFire -1.
For COc1ccc(-c2nc(C(=O)N3CCCC3)cs2)cc1OC the results were mcGAS RapidFire 5.
CC(C)CCn1c(CN2CCN(C(C)C)CC2)cnc1S(=O)(=O)C(C)C was read as mcGAS RapidFire -4.
For Cn1cc(CN2CCCC(C(=O)c3cccnc3)C2)c(-c2cccc(Cl)c2)n1 (stereo unspecified) the results were mcGAS RapidFire -9.
Screening CCCn1c(=N)n(CC(=O)OC)c2ccccc21 returned mcGAS RapidFire 5.
For O=C(Nc1cnc2n1CCCC2)C1CCCN(Cc2ccco2)C1 (stereo unspecified) the results were mcGAS RapidFire -36.
COc1cccc(-n2c(=O)n(CC3CC3)c(=O)c3c2ncn3CCOc2ccccc2)c1 was read as mcGAS RapidFire -15.
Screening CC(C)N1CCC2(CC1)Nc1ccccc1C(=O)N2C1CCCC1 returned mcGAS RapidFire -6.
Screening Nc1noc(CCNC(=O)C(c2ccccc2)N2CCSCC2)n1 (stereo unspecified) returned mcGAS RapidFire -8.
`Nc1nc(N)nc(-c2cc(Cl)ccc2Cl)n1` gave mcGAS RapidFire -5&-5&2.
Screening Cc1cnc(CN(C)C(=O)c2cc(CN3CCC(Cc4ccccc4)CC3)on2)[nH]1 returned mcGAS RapidFire -18.
For COc1cccc(CN2CCCC(NC(=O)CSc3ccccn3)C2)c1 (stereo unspecified) the results were mcGAS RapidFire -16.
`Cc1nc2nc(=O)[nH]c(N)c2nc1C` gave mcGAS RapidFire -11.
Screening Cc1cnc(N)c(-c2ccc(O)cc2)c1 returned mcGAS RapidFire -25.
For CCNC(=O)c1cc2c(OCC)cc3c(c2[nH]1)OC(C)C3 (stereo unspecified) the results were mcGAS RapidFire -13&-6.
CN(C)S(=O)(=O)N1CCCC(CNC(=O)c2cccc(C(F)(F)F)c2)C1 (stereo unspecified) was read as mcGAS RapidFire -10.
For CC(C)(O)C#Cc1cccc(C(=O)N2CCCCC2c2cccnc2)c1 (stereo unspecified) the results were mcGAS RapidFire -14.
O=C(CSCc1cccc2ccccc12)N1CCc2ccccc2C1 was read as mcGAS RapidFire 0.
For COC(=O)c1ccoc1COC(=O)c1cccnc1NC(C)C the results were mcGAS RapidFire 5.
`CNC(C)c1cccc(-c2ccc(OC(C)C)cc2)c1` (stereo unspecified) gave mcGAS RapidFire -12.
For CCc1nc(N)sc1C(=O)NCc1n[nH]c2c1CCCCC2 the results were mcGAS RapidFire 3.
COCC1(C(=O)N2CCCN(CC3CC3)C(C(C)C)C2)CCC1 (stereo unspecified) was read as mcGAS RapidFire -4.
For CSCc1ccc(C(=O)N2CCOC(CCc3ccccc3)C2)o1 (stereo unspecified) the results were mcGAS RapidFire -6.
`O=C(Nc1ccc(Cl)cc1)c1ccc(OC(CCN2CCOCC2)c2cccs2)cc1` (stereo unspecified) gave mcGAS RapidFire -11.
Screening CCCc1nc(CN(CC)C(=O)C2(c3ccc(Cl)cc3)CC2)no1 returned mcGAS RapidFire -20.
`COC(=O)[C@@H]1C[C@H](NC(=O)c2sc3cccc(F)c3c2Cl)CN1C` gave mcGAS RapidFire -19.
For Cc1nc(SCC(N)=O)n(CC(C)C)c1C the results were mcGAS RapidFire -15.
For CC1CCN(CC(=O)Nc2cc(C3CC3)nn2-c2ccccc2)CC1 the results were mcGAS RapidFire -9.
COCCn1nc(C(=O)Nc2cc(C)c(Cl)cc2OC)ccc1=O was read as mcGAS RapidFire 4.
For Cc1ccsc1C(=O)N1CCC1(C)C(=O)NS(=O)(=O)c1ccc(C#N)cc1 (stereo unspecified) the results were mcGAS RapidFire -14.
`Cc1ccc(Nc2nc(NCc3ccc4c(c3)OCO4)nc3[nH]ncc23)cc1` gave mcGAS RapidFire -3.
For OCC1(Cn2ccc(-c3ccc(F)cc3)n2)COC1 the results were mcGAS RapidFire -4&7.
Screening CCOC(=O)c1[nH]c(C)c(C(=O)N2CCc3c(ncnc3N(C)C)C2)c1C returned mcGAS RapidFire -20.
NC(=O)c1ccc(-c2ccccc2Cl)o1 was read as mcGAS RapidFire 7.
`Cc1noc(C)c1CCCNC(=O)c1ccc(N2CCSCC2)nc1` gave mcGAS RapidFire -6.
Cc1cc(NC(=O)CN(C)C(=O)c2nn(-c3ccc(F)cc3)ccc2=O)no1 was read as mcGAS RapidFire 8.
Screening O=C(Nc1ccc2c(c1)CCCN2S(=O)(=O)c1ccccc1)c1ccccc1[N+](=O)[O-] returned mcGAS RapidFire -7.
Screening Cc1cccc(OC2CCN(C(=O)CN3CC(C)CC3=O)CC2)c1 (stereo unspecified) returned mcGAS RapidFire 17.
For COCc1c(C(=O)N(C)C2Cc3ccccc3C2)noc1C the results were mcGAS RapidFire -13.
For Cc1cc(CNCCCN2CCCCC2C)c(C)n1-c1ccnn1C(C)C (stereo unspecified) the results were mcGAS RapidFire 5.
Screening CC(=O)Nc1ccc(C(=O)OCCn2nc(C)cc2C)cc1 returned mcGAS RapidFire 0.
For CCc1noc(-c2ccc(C)c(NC(=O)NCc3ncnn3C)c2)n1 the results were mcGAS RapidFire -5.
`Cc1nccn1CCC(NC(=O)Cn1nnnc1CN1CCCC1)c1ccccc1` (stereo unspecified) gave mcGAS RapidFire -1.
For CC1(C)OC(c2ccccc2)=C/C(=C/C/C=C2/C=C(c3ccccc3)OC(C)(C)O2)O1 the results were mcGAS RapidFire -13.
CCOC(=O)c1sc2nc3n(c(=O)c2c1C)CCC3 was read as mcGAS RapidFire -7.
CCc1ccc(C)[n+](Cc2ccc(Cl)c(Cl)c2)c1 was read as mcGAS RapidFire -13.
O=C(NCC1CCCN(S(=O)(=O)c2ccc3c(c2)OCCO3)C1)c1cccs1 (stereo unspecified) was read as mcGAS RapidFire -5.
OC1(c2ccccc2)CCN(Cc2cnc3c(-c4ccccc4)cnn3c2)CC1 was read as mcGAS RapidFire -5.
`COCCN(C)c1ncnc(N2CCC(C)CC2)c1N` gave mcGAS RapidFire 0.
`COc1ccc(OCC2CN(C(=O)CCCNC(=O)OCc3ccccc3)CCO2)cc1` (stereo unspecified) gave mcGAS RapidFire -4.
For Cc1cc2c(=O)n(C)c(SCC(=O)N3CCN(c4ccccc4)CC3)nc2s1 the results were mcGAS RapidFire 1.
Cc1cc(=O)n2c(n1)SCC2CC(=O)NCc1ccccc1Cl (stereo unspecified) was read as mcGAS RapidFire -7.
For C(=NNc1nncc2ccccc12)c1ccc(N2CCOCC2)s1 the results were mcGAS RapidFire 4.
Screening CCC(C)(C)C1CCC2(CC1)NC(=O)N(CC(=O)c1ccccc1)C2=O (stereo unspecified) returned mcGAS RapidFire -4.
For COCc1cc(NCc2c(C)noc2C)nc(C(C)(C)C)n1 the results were mcGAS RapidFire -2.
For C=CCn1cc(CN2CCN(Cc3ccc4c(c3)OCO4)C(=O)C2)c(C)n1 the results were mcGAS RapidFire -5.
Screening Cc1[nH]n(-c2ccccc2)c(=O)c1N=Nc1ccccc1C(=O)N1CCCCCC1 returned mcGAS RapidFire -6.
`CCCn1c(=O)[nH]c(=O)c2cc(C(=O)N3CCc4ccccc43)cnc21` gave mcGAS RapidFire -6.
Screening COC(=O)c1cccc2c1CN(CC(=O)Nc1cccc(C#N)c1)CC2 returned mcGAS RapidFire 0.
CCOC(=O)C1=C(C)NC(=O)C(C#N)C1c1ccc([N+](=O)[O-])cc1 (stereo unspecified) was read as mcGAS RapidFire -7.
For Cc1nc(C(C)C)sc1CNC(=O)c1cn(CC2CCCNC2)nn1 (stereo unspecified) the results were mcGAS RapidFire -14.
`O=C(c1ccccc1C1CCNC1)N1CCc2[nH]nc(C3CCC3)c2C1` (stereo unspecified) gave mcGAS RapidFire -8.
C=C(C)Cn1c(C2CC(=O)N(c3ccccc3C)C2)nc2ccccc21 (stereo unspecified) was read as mcGAS RapidFire 0.
Cc1cc(C(=O)NC(CC(C)C)c2ncnn2C)ccc1F (stereo unspecified) was read as mcGAS RapidFire 1.
COc1cccc(-c2ccccc2NC(=O)C2CCN(CC3CC=CCC3)CC2)c1 (stereo unspecified) was read as mcGAS RapidFire -2.
For Clc1ccc2nc(CN3CCCC3c3nccs3)nc(N3CCOCC3)c2c1 (stereo unspecified) the results were mcGAS RapidFire -10.
Screening COCCN1CC(C(=O)NCCC2=CCCCC2)CCC1=O (stereo unspecified) returned mcGAS RapidFire -5.
`CN(CCc1cnn(C)c1)Cc1cn(C)nc1-c1ccc(C2CCCCC2)cc1` gave mcGAS RapidFire -2.
Cc1ccc(-c2nnc(Nc3ccc(F)cc3)c3ccccc23)cc1S(=O)(=O)NC(C)C was read as mcGAS RapidFire 5.
Screening CCC(C)N(CC(=O)O)S(=O)(=O)c1cccnc1Cl (stereo unspecified) returned mcGAS RapidFire 1.
CCOC(=O)c1c(C)[nH]c(C(=O)C(=O)N2CCN(C(=O)c3ccco3)CC2)c1-c1ccccc1 was read as mcGAS RapidFire -10.
Screening COc1cccc(C(=O)c2c[nH]c3ncccc23)c1 returned mcGAS RapidFire -28.
`COc1cc(CO)ccc1Oc1c(-c2ccccc2)c2ccccc2[nH]c1=O` gave mcGAS RapidFire 0.
Screening O=C(NC(N1CCCC1=O)(C(F)(F)F)C(F)(F)F)c1ccco1 returned mcGAS RapidFire -7.
COc1ccc(CCNC(=O)c2snnc2C)cc1 was read as mcGAS RapidFire 11.
For Cn1c(=O)c2c(ncn2Cc2ncc(-c3ccc(Cl)cc3)o2)n(C)c1=O the results were mcGAS RapidFire -9.

Structures from the list above that contain fluorine:
`Cc1ccc(F)cc1C(=O)N1CCC(C(F)(F)F)(C(F)(F)F)C1` gave mcGAS RapidFire -7.
Screening O=C(CN(c1ccccc1)S(=O)(=O)c1ccccc1F)NCC(F)(F)F returned mcGAS RapidFire -21.
For Cc1cc(S(=O)(=O)N2CCCC(NC(=O)C(C)C)C2)ccc1F (stereo unspecified) the results were mcGAS RapidFire -4.
CN(C)S(=O)(=O)N1CCCC(CNC(=O)c2cccc(C(F)(F)F)c2)C1 (stereo unspecified) was read as mcGAS RapidFire -10.
`COC(=O)[C@@H]1C[C@H](NC(=O)c2sc3cccc(F)c3c2Cl)CN1C` gave mcGAS RapidFire -19.
For OCC1(Cn2ccc(-c3ccc(F)cc3)n2)COC1 the results were mcGAS RapidFire -4&7.
Cc1cc(NC(=O)CN(C)C(=O)c2nn(-c3ccc(F)cc3)ccc2=O)no1 was read as mcGAS RapidFire 8.
Cc1cc(C(=O)NC(CC(C)C)c2ncnn2C)ccc1F (stereo unspecified) was read as mcGAS RapidFire 1.
Cc1ccc(-c2nnc(Nc3ccc(F)cc3)c3ccccc23)cc1S(=O)(=O)NC(C)C was read as mcGAS RapidFire 5.
Screening O=C(NC(N1CCCC1=O)(C(F)(F)F)C(F)(F)F)c1ccco1 returned mcGAS RapidFire -7.

This is a subset, so the mix of outcomes need not match the whole.
